EphB4 antag: antagonists of human EphB4-ephrin-B2 interaction. P54760. 97,000 compounds, 0.15% hits. inhibition, % at 7 µM. AID 720. EphB4 LBD / TNYL-RAW-Alexa532 peptide, fluorescence polarization;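 active means inhibition above the screen-wide mean inhibition plus 3 SD, cut at about 15% in these data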;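 further: 0% = DMSO wells and 100% = excess unlabeled TNYL-RAW peptide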
Plk1 PBD FP: blocks phosphopeptide binding to human Plk1 polo box domain; P53350; Plk1 PBD phosphopeptide binding, fluorescence polarization; inhibition, %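 (tested at about 20 µM)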; 97,000 compounds, 0.13% hits; AID 693; in the data active means inhibition above about 34%, passing the limit was not always enough
Target sequence (P53350 whole entry, looked up, the tested form may be a part): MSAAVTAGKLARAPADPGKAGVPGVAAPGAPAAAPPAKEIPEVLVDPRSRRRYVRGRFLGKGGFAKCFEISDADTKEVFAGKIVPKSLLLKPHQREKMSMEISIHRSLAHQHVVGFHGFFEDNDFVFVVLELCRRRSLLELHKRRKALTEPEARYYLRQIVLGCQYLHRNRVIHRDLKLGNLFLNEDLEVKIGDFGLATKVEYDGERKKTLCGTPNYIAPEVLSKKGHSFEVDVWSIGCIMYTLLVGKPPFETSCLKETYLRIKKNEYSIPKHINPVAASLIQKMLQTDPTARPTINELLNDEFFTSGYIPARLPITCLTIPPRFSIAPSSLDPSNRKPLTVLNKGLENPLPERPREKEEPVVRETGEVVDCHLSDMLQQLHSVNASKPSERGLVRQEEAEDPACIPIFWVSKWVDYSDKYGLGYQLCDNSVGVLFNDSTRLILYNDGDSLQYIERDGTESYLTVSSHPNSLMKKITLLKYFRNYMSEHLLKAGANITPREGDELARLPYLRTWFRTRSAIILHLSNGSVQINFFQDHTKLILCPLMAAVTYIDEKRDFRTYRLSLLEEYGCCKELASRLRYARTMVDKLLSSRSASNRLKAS
F-actin modifier: cytoskeleton assembly modification | HUVEC TNFa F-actin phalloidin imaging, high content | inhibition, % at 2 µM | 91,000 compounds, 0.18% hits | AID 836;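 active means inhibition above the batch mean plus 3 SD and confirmed as a hit by visual image inspection, cut at about 30% in these data, passing the limit was not always enough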; further: strong numbers were not always called active
Rev-RRE block: disrupts HIV-1 Rev binding to RRE RNA. inhibition, % at 8 µM. 97,000 compounds, 0.79% hits. Rev peptide-RRE RNA binding, FRET. P05866. AID 704;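 active means inhibition above the screen-wide mean plus 3 SD, cut at about 35% in these data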;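 further: 0% = median DMSO wells and 100% = median Neomycin B control wells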
Target sequence (P05866 whole entry, looked up): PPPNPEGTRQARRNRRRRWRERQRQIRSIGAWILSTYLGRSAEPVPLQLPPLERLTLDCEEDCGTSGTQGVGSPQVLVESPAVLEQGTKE
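Test system: labelled RRE RNA duplex and labelled Rev peptide. Times: 5 min compound–RNA preincubation, then 15 min with peptide, 25 °C. Doses: single-dose 8 µM. Measured by: FRET, excitation 480 nm, emission 540 nm donor and 671 nm acceptor. Measure: % inhibition of FRET ratio versus controls.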
PTPN22 act: LYP (human) phosphatase activation. 96,000 compounds, 0.11% hits. recombinant LYP, DiFMUP fluorescence; 0 = plate median, 100 = signal doubled. activation, % at 2 µM;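 active means activation at 2 µM above a set limit, the mean plus 5 SD, cut at about 37% in these data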
PLK1 kinase inh: PLK1 (human) kinase inhibition; P53350; recombinant PLK1 kinase, TR-FRET peptide phosphorylation; inhibition, % at 10 µM; 97,000 compounds, 0.53% hits;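 active means inhibition of 50% or more in the single-concentration screen; inactive means inhibition below 50%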;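 further: 0% = DMSO max control and 100% = H-89 dihydrochloride min control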
LYP inh 2: blocks human PTPN22 phosphatase activity. Q9Y2R2. recombinant LYP catalytic domain, DiFMUP fluorescence. inhibition, % at 2 µM. 96,000 compounds, 0.21% hits. AID 640;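 active means inhibition at 2 µM at or above a set limit, the screen mean plus 3 SD, cut at about 24% in these data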;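 further: 0% = DMSO with enzyme and 100% = enzyme fully blocked by orthovanadate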
FAK blocker: FAK (human) kinase inhibition; AID 727; inhibition, %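 (tested at 7 µM)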; 97,000 compounds, 0.84% hits; Q05397; biochemical FAK kinase activity assay; in the data active means inhibition above about 19%;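 further: 0% = DMSO and 100% = reference compound high control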
PTK2B oligo ant: antagonists of human Pyk2 oligomerization | Q14289 | Q293 cells, Pyk2 FERM NanoBiT luminescence; active compounds read low | z-score (the deposit names both 25 µM and 10 µM) | 99,000 compounds, 0.83% hits;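 active means Z-score of -3 or lower, scaled per plate to the spread of control and sample wells; inactive means z-score above -3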;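 further: negative z-score means lost luminescence so less FERM oligomerization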
* marks the source's active call; other numbers are inactive results; · = no result given.

#	mol	EphB4 antag	Plk1 PBD FP	F-actin modifier	Rev-RRE block	PTPN22 act	PLK1 kinase inh	LYP inh 2	FAK blocker	PTK2B oligo ant
1	CCOCCCNC(=O)C1CCCN(S(=O)(=O)CC)C1 (stereo not given)	-1	-19	-1	7	-1	-14	3	0	0.27
2	COc1ccc(Oc2c(C)oc3c(CN4CCOCC4)c(O)ccc3c2=O)cc1	-12	1	-18	-2	6	-3	-2	-2	0.1
3	CCOc1ccccc1C1CC(=O)NC2=C1C(=O)CCC2 (stereo not given)	12	-11	-10	9	-3	-13	1	-5	-0.06
4	Cc1ccc2nc(SCC(=O)NCC3CCCO3)c(C#N)cc2c1 (stereo not given)	-10	5	-31	9	5	-6	-6	3	0.01
5	Cc1ccc(-c2noc(-c3cc4ccccc4oc3=O)n2)cc1	0	-39	-15	6	-16	-19	18	2	-0.12
6	Cc1cc(C)cc(-c2nc(-c3ccncc3)no2)c1	-2	-15	-14	9	3	-5	-6	-5	·
7	COc1ccc(NC(=O)CC2C(=O)N(c3ccc(OC)cc3)C(=O)N2C(C)C)cc1 (stereo not given)	1	-1	-6	6	-4	2	7	-4	-0.46
8	CCOC(=O)CCP(=O)(O)C(O)(c1ccccc1)c1ccccc1	3	-10	-20	4	3	-1	-1	-2	-0.07
9	Cc1cccc2cc(CN(Cc3ccc(F)cc3)C(=O)N(C)C)c3nnnn3c12	5	6	47	11	-1	-8	-2	2	-2
10	CCc1ccccc1NC(=O)N1CCC(NC(=O)C(Cc2ccc(OC)c(OC)c2)NC(C)=O)CC1 (stereo not given)	4	1	11	1	-5	-2	2	-9	0.34
11	COc1ccc(CCNCc2csc3nc4ccccc4n23)cc1OC	1	-13	-8	10	-4	-13	3	4	0.68
12	Cc1oc(C(C)(C)C)cc1C(=O)Nc1cccc(C(=O)O)c1	-6	15	15	1	-1	6	2	-4	1.7
13	COCCCn1c(SCC(=O)Nc2sc3c(c2C#N)CCCC3)nnc1-c1ccncc1	2	-15	0	6	-4	-12	3	-1	0.27
14	CCOC(=O)c1c(C)[nH]c(C(=O)COC(=O)C23CC4CC(CC(Cl)(C4)C2)C3)c1C	-6	-4	-3	0	-11	-10	12	1	-0.21
15	Cc1cc(C)c2c(-n3cccc3)c(NC(=O)OC(C)C)sc2n1	4	-22	-5	2	-5	-6	8	-2	-1.1
16	COC(=O)CCP(=O)(O)Cc1ccccc1CP(=O)(O)CCC(=O)OC	-9	-14	9	2	9	0	-10	0	2.2
17	CCOc1ccc(N(CC(=O)N2CCCC2)S(=O)(=O)c2c(C)noc2C)cc1	3	-4	0	2	-12	-11	11	-5	·
18	O=C1CCCC2=C1C(c1cccs1)n1ncnc1N2 (stereo not given)	11	36	12	7	-10	36	7	1	-0.33
19	CCn1cnc2sc(C)c(C)c2c1=O	10	-18	-3	11	1	-10	-6	1	·
20	CC(C)N(CCNC(=O)C1CCN(S(=O)(=O)N2CCOCC2)CC1)Cc1ccccc1	-4	-17	·	1	0	-2	-1	-4	-0.44
21	Cc1cccc(C(=O)CC(=O)c2cc(Cl)ccc2O)c1	7	-4	·	15	-3	-17	5	0	-0.63
22	O=C(CSc1ncnc2nc[nH]c12)N1CCN(c2ccccc2)CC1	-5	-1	-38	0	7	-3	-10	-2	2.7
23	N#Cc1nc(-c2ccco2)oc1NCc1ccco1	5	-26	0	12	1	-2	-6	2	-0.11
24	COc1ccc(NC(=O)CSc2nnc(Cc3cccn3C)n2CCc2ccccc2)cc1OC	3	13	-9	0	1	-5	-4	-2	1.9
25	COc1ccccc1-c1cc(C(=O)NCCN2CCOCC2)no1	-7	7	-30	3	5	-6	-8	0	0.47
26	CC1(C)CC(=O)C(C=NCCCO)=C(O)C1	-3	-6	·	2	-3	-9	1	7	-0.62
27	CCc1ccc(OCC(=O)N(C)CCC#N)c(Br)c1	-6	5	32	0	-6	-18	5	0	0.06
28	CCc1nc(-n2[nH]c(=O)c3ccccc3c2=O)c2c3c(sc2n1)CCCC3	2	7	34	-4	-1	-6	-2	-6	-0.76
29	Cc1cccc(-n2c(CNC(=O)c3ccc(S(=O)(=O)N4CCCC4)cc3)n[nH]c2=S)c1	3	7	4	3	3	-18	-4	-2	1.9
30	CN1C2C=C3C(C#N)=C(N)C(C#N)(C#N)[C@H](c4c(F)cccc4F)[C@H]3C1CC2 (stereo not given in full)	-1	8	8	6	14	20	-12	-3	-0.83
31	CCn1c(COc2ccccc2)nc2ccccc21	7	-9	-23	-1	1	-12	0	0	0.69
32	CCCCOc1[nH]c2nc(-c3ccco3)n(Cc3ccco3)c(=N)c2c1C#N	2	6	16	55*	-7	-12	6	3	0.12
33	c1ccc(Cn2c(SCCN3CCOCC3)nnc2-c2cccnc2)cc1	-9	2	-3	2	-4	-8	2	-1	1.3
34	CCCCSC1=C(C#N)C(c2ccccc2C)C(C(=O)OCC)C(=O)N1 (stereo not given)	7	9	37	14	1	-8	-2	-9	-2
35	C=CCN1C(=O)C(CC(=O)O)SC1=Nc1c(C)n(C)n(-c2ccccc2)c1=O (stereo not given)	5	4	11	7	0	-12	1	-2	0.03
36	COC(=O)c1[nH]c2ccc(C)cc2c1NC(=O)CCN1CCN(C2CCCCC2)CC1	-8	-25	-5	0	5	-6	-4	-1	·
37	O=C(O)CSC1c2ccccc2C(=O)N1c1ccccc1 (stereo not given)	1	-1	59	12	-5	-7	6	2	-0.31
38	CC1=C(C(=O)NCCN2CCN(C)CC2)C2(CCC(C)CC2)OC1=O (stereo not given)	5	19	10	7	-4	-6	2	3	1.3
39	CCCCCc1nnc(NC(=O)CS(=O)(=O)Cc2ccccc2)s1	0	-29	25	4	-11	-1	14	6	0.87
40	CSCCNC(=O)c1ccc(C(C)(C)C)cc1	0	-10	-11	7	4	-12	-5	1	-0.31
41	CCC(C)NC(=O)c1cc(CC(C)C)on1 (stereo not given)	3	-12	-1	2	1	-2	-2	3	·
42	CCCNc1c(N)c(=O)oc2ccccc12	1	18	5	6	7	-10	-7	0	-0.2
43	Cc1ccc(-c2ccc(/C=N\NC(=O)c3cc4c(ccc5ccccc54)o3)o2)cc1[N+](=O)[O-]	0	-14	-21	1	-12	-18	14	5	0.27
44	Cc1cc(NS(=O)(=O)c2ccc(NC(=O)c3ccco3)cc2)no1	-3	-28	-13	-3	2	-9	-2	-2	-0.61
45	Cc1ccc(CN(CC(=O)NC2CCCC2)C(=O)CSc2nnc(COc3ccccc3)o2)cc1	5	-2	10	11	-8	-7	4	2	0.91
46	COc1cc(Cl)c(C)cc1NC(=O)COc1ccccc1[N+](=O)[O-]	1	15	-8	8	2	-1	-2	-3	0.59
47	CC(CCc1ccccc1)C(=O)NO (stereo not given)	-6	-19	-23	5	-6	-1	4	-1	0.78
48	Oc1ccc2ccccc2c1C1Nc2cccc3cccc(c23)N1	2	13	-2	2	1	1	0	3	-1
49	O=C(O)CCCNc1ccc(S(=O)(=O)Nc2ccccc2C(=O)O)cc1C(=O)O	2	-8	-18	7	4	2	-7	-4	0.58
50	COCCSc1ccccc1C(=O)N1CCCC1	-5	-7	-45	9	-8	-8	11	-1	0.61
51	CCCCN(CCCC)CC(O)CN1C(=O)NC(C)(C)C1=O (stereo not given)	1	-2	-5	8	-5	-11	6	1	-0.11
52	Cc1cc(C)c(S(=O)(=O)c2ccccc2C)c(OCC(C)(C)C)n1	-2	-6	40	12	-5	-7	10	1	-0.48
53	CN1CCC(OC(=O)C23CCC(C)(C(=O)O2)C3(C)C)CC1 (stereo not given)	2	-4	-14	-1	15	-1	-14	2	0.27
54	COC(=O)c1cc(C(=O)OC)cc(N2C(=O)CC(N3CCN(c4ccccc4)CC3)C2=O)c1 (stereo not given)	4	-9	-4	6	1	-5	-3	-1	-0.38
55	CCN(c1ccc(C)c(C)c1)S(=O)(=O)c1c(C)[nH]c(=O)[nH]c1=O	-5	-5	-2	4	9	-37	-12	-1	-0.62
56	COc1ccccc1N1C(=O)c2ccccc2NC1c1ccncc1 (stereo not given)	3	-5	12	2	-3	7	-1	-2	-1.4

Following part.
#	mol	EphB4 antag	Plk1 PBD FP	F-actin modifier	Rev-RRE block	PTPN22 act	PLK1 kinase inh	LYP inh 2	FAK blocker	PTK2B oligo ant
57	O=C(COc1ccc(Br)cc1)N1CCOCC1	1	-11	-5	3	6	2	-10	1	1.2
58	O=C(CSc1cccc(C(F)(F)F)c1)Nc1ccc(Cl)cc1Cl	-14	-38	-17	12	-6	-8	6	-1	1.1
59	CCN1CCN(CCNC(=O)CCCCCn2c(=O)[nH]c3cc(C(=O)OC)ccc3c2=O)CC1	-6	-8	-9	1	-2	7	5	2	-0.14
60	CCC(Sc1ncccc1C(=O)OC(C)C)C(=O)N1CCOCC1 (stereo not given)	-2	-22	14	-1	12	4	-7	-1	3.1
61	CCc1ccc(NC(=O)CCNS(=O)(=O)c2cccc3nsnc23)cc1	-2	-20	1	-3	14	5	-15	0	1
62	Cc1occc1-c1nnc(SCC(=O)N2CCCc3ccccc32)n1Cc1ccco1	10	6	4	8	-2	-7	1	6	0.67
63	O=C1CC(N2CCC(c3nc4ccccc4o3)CC2)C(=O)N1c1ccc(Cl)cc1 (stereo not given)	-1	-15	8	3	9	-11	-11	1	·
64	c1ccc(Nc2n[nH]nc2-c2ccccc2)cc1	3	-12	·	1	5	19	-5	-4	-0.49
65	CCOc1cc(C(=S)N2CCOCC2)ccc1OC	-5	12	13	-1	5	5	-2	1	0.59
66	Cc1cccc(N=C2NN=C(c3ccc4c(c3)OCCO4)CS2)c1	-7	-19	-15	-1	4	-12	-7	-3	-0.13
67	Cc1oc2ncnc(N)c2c1C	2	-43	2	7	1	76*	-4	3	0.09
68	NC(=O)C(F)(F)C12OC3C4C5CC(C6C5C3C61)C42 (stereo not given)	-3	-21	22	3	8	5	-8	1	2
69	COc1ccc(/C=N/NC(=O)c2ccn[nH]2)cc1COc1ccc(Cl)cc1	-8	-18	-11	8	-8	-15	13	1	-3
70	CCOC(=O)c1c(CC(C)C)csc1NC(=O)CCl	2	-3	-14	15	1	-8	2	10	0.35
71	O=C(NC(NC1CCS(=O)(=O)C1)C(=O)c1ccccc1)c1ccc(Cl)cc1 (stereo not given)	-7	-21	22	1	-1	-5	0	6	0.85
72	Cc1sc2nc(N)sc2c1C	-5	-8	26	2	11	-12	-12	2	-0.03

Single records, from the list above.
CCOc1cc(C(=S)N2CCOCC2)ccc1OC in the list: EphB4 antag = -5; Plk1 PBD FP = 12; F-actin modifier = 13; Rev-RRE block = -1; PTPN22 act = 5; PLK1 kinase inh = 5; LYP inh 2 = -2; FAK blocker = 1; PTK2B oligo ant = 0.59
COc1ccc(/C=N/NC(=O)c2ccn[nH]2)cc1COc1ccc(Cl)cc1 in the list: EphB4 antag = -8; Plk1 PBD FP = -18; F-actin modifier = -11; Rev-RRE block = 8; PTPN22 act = -8; PLK1 kinase inh = -15; LYP inh 2 = 13; FAK blocker = 1; PTK2B oligo ant = -3

Next compounds:
#	mol	EphB4 antag	Plk1 PBD FP	F-actin modifier	Rev-RRE block	PTPN22 act	PLK1 kinase inh	LYP inh 2	FAK blocker	PTK2B oligo ant
73	CCn1c2ccccc2c2nnc(SCCCn3c(=O)[nH]c4ccccc43)nc21	1	11	45	-3	-10	-9	11	0	-3.5*
74	C=Cn1nc(C)c2ccccc2c1=O	4	-20	-18	10	4	-1	-1	1	0.7
75	COc1ccc(NC(=O)C2CC(=O)NC(Nc3cccc(C)c3)=N2)cc1 (stereo not given)	-10	3	4	5	6	-11	-7	2	-0.23
76	Cc1ccc(S(=O)(=O)N(C(=O)c2ccncc2)c2ccc(OC(=O)c3ccncc3)c3ccccc23)c(C)c1	-1	25	-12	1	-4	-2	4	-1	-0.92
77	CC1CN(c2nc3ccccc3nc2C(C#N)C(=O)NCc2ccc3c(c2)OCO3)CC(C)O1 (stereo not given)	-5	-19	7	10	-2	-6	-2	-4	0.13

High-throughput results: PubChem BioAssay, several laboratories
